RSV antiviral HEp-2 – inhibition of RSV-induced cytopathic effect – HEp-2 cells, primary 10 µM value included (AID 2391); HEp-2 cells, RSV-induced CPE inhibition; higher % means a stronger effect; CPE inhibition, % at 10 µM; hits with a dose series show IC50 in µM; 310,000 tested, 0.13% active; in the data active = a potency from the dose series; inconclusive = CPE inhibition mostly from about 23% at the one dose, without a potency; inactive = the rest, 99 in 100 with CPE inhibition below about 21%; also: strong numbers were not always called active
West Nile antiviral – inhibition of WNV-induced cytopathic effect – cell-based, CPE readout (AID 1621); 290,000 tested, 0.02% active; West Nile virus-infected cells, CPE inhibition; higher % means a stronger effect; CPE inhibition, % at 10 µM, or IC50 in µM where a hit was titrated; in the data active = a potency from the dose series; inconclusive = CPE inhibition mostly from about 3.7% at the one dose, without a potency; inactive = the rest, 99 in 100 with CPE inhibition below about 2.2%; also: strong numbers were not always called active
T cell modulator – T cell immune modulators affecting CD8 T cell-vesicle binding. calls only at 7 µM. 330,000 tested, 0.068% active. 2C CD8+ T cell-vesicle binding, flow cytometry; active compounds read low;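 active = response, share of CD8 T cells binding vesicles, and their 90th percentile fluorescence all below set limits, cut at about 80% in these data, passing the limit was not always enough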
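System: murine 2C transgenic CD8+ T lymphocytes; also added: QL9-loaded Drosophila micro-vesicles; times: binding 1.5 h at 37 °C; measured by: flow cytometry, PE anti-B7-1 (FL2) versus Alexa647 anti-CD8 (FL8), PFA-fixed; control set: Peptide-free naked vesicles (low) and QL9 vesicles with 0.7% DMSO vehicle (high)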
UTI89 phage lysis – protection from phage-mediated lysis, alamar blue read-out – E. coli UTI89, K1F phage, bacterial capsule biogenesis inhibitors (AID 488966). one-dose inhibition, % at 100 µM; IC50 in µM for titrated hits. E. coli UTI89 K1F phage lysis, alamar blue, 2 h; higher % means a stronger effect. 340,000 tested, 0.02% active;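 active = phage lysis inhibition, versus mean bacterial control, above a set limit; inconclusive = no clear call, values can overlap the other calls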;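 also: capsule biogenesis inhibitors block K1F phage lysis so surviving cells raise fluorescence; higher fluorescence means more inhibition of phage lysis; actives were called in the ten point dose series up to 300 µM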
MgcRacGAP inhibition – MgcRacGAP GTPase-activating activity inhibitors, confirmation, biochemical, ADP Hunter fluorescence; AID 624330; inhibition, % at 30 µM; hits with a dose series show IC50 in µM; MgcRacGAP-stimulated Rac1 GTP hydrolysis, ADP Hunter fluorescence; higher % means a stronger effect; GST-tagged Rac1 F28L mutant substrate; 340,000 tested, 0.6% active;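 active = first-screen hits whose inhibition reached a set limit at any dose in the follow-up dose series; inconclusive = inhibition above the set first-screen limit but never retested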;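 also: fluorescence reports GDP produced by GAP-driven GTP hydrolysis; strong numbers were not always called active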
NTR1 agonist – NTR1-driven beta-arrestin-GFP spot formation – imaging, U2OS cells, high content, primary screen (AID 493036); activation, % at 20 µM; agonist mode; P30989; 330,000 tested, 0.17% active;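 active = activation at or above 40% of the spot to cytoplasm intensity ratio, with at least 20 cells analyzed; inconclusive = wells under 20 cells, flagged as cytotoxic or low count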;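 also: 0% = DMSO without peptide and 100% = 100 nM NTR1 peptide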
Target sequence (P30989 whole entry, looked up): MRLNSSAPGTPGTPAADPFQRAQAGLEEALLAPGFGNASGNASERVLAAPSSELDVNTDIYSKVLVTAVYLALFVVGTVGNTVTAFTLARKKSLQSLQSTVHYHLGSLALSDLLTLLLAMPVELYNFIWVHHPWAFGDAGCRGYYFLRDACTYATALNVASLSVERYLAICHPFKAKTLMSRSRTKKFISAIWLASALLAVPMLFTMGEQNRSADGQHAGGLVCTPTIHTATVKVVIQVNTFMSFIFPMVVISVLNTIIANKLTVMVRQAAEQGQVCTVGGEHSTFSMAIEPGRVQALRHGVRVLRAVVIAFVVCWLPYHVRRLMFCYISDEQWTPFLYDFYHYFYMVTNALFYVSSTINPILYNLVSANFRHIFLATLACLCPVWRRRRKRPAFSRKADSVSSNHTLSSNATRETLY
Large T inhibition – SV40 large T antigen inhibitors, biochemical (AID 1903); SV40 large T antigen ATPase/helicase inhibition assay; higher % means a stronger effect; inhibition, % at 20 µM; hits with a dose series show IC50 in µM; 310,000 tested, 0.39% active; in the data active = a potency from the dose series; inconclusive = inhibition mostly from about 32% at the one dose, without a potency; inactive = the rest, 99 in 100 with inhibition below about 32%; also: strong numbers were not always called active
PhoP inhibition – PhoP-dependent GFP reporter repression – Salmonella Typhimurium, primary screen (AID 1863). S. Typhimurium PhoP-regulated promoter GFP reporter, 4 h; higher % means a stronger effect. inhibition, % at 50 µM; hits with a dose series show IC50 in µM. 300,000 tested, 0.16% active;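 active = inhibition over 29.93%, a cutoff 3 SD above the screen mean, later confirmed by dose response; inconclusive = inhibition over 29.93% but no dose response follow-up; inactive = inhibition at most 29.93% or unconfirmed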;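 also: 0% = low Mg2+ inducing control and 100% = high Mg2+ repressing control; strong numbers were not always called active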
Dengue-2 NS5 capping – flavivirus cap methylation enzyme inhibition – biochemical, confirmation dose response, primary screen (AID 588689) | Dengue-2 NS5 methyltransferase capping enzyme assay, biochemical; higher % means a stronger effect | inhibition, % at 25 µM, or IC50 in µM where a hit was titrated | 340,000 tested, 0.3% active; in the data active = a potency from the dose series; inconclusive = inhibition above about 29% without an active follow-up result
T cell modulator vesicle-bound % – also measured in T cell modulator; calls as there; double positive events, %; measured here: CD8+ vesicle-bound cell fraction;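 binding gate set so that unloaded-vesicle control wells show 10% double positive cells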
NTR1 agonist cell count 20 µM – recorded beside NTR1 agonist, whose call it bears; cell count; measured here: cell count, cytotoxicity flag
Dengue-2 NS5 capping pilot replicate – further read-out of Dengue-2 NS5 capping, marked with its call; inhibition, %; measured here: pilot screen replicate inhibition
* marks the source's active call; other numbers are inactive results; i = inactive; ? = inconclusive; nt = no result given; [ ] = another dose, or the depositor's remark.

A first look:
SMILES | RSV antiviral HEp-2 | West Nile antiviral | T cell modulator | T cell modulator vesicle-bound % | UTI89 phage lysis | MgcRacGAP inhibition | NTR1 agonist | NTR1 agonist cell count 20 µM | Large T inhibition | PhoP inhibition | Dengue-2 NS5 capping | others
CN(C(=O)c1ccccc1C(=O)OCC(=O)c1ccc(Br)cc1)c1ccccc1 | 10.7% | nt | i | 39.7 | -1.8% | 5.5% | 2.3 | 74 | -3.7% | 3.9% | -6.7%
COc1ccccc1CNc1nc(-c2cc(C)n(C)c2C)cs1 | nt | 0.6% | nt | nt | 3.8% | 6.8% | nt | nt | 2.5% | 15.5% | 12.6%

This part in full (from the top)
SMILES | RSV antiviral HEp-2 | West Nile antiviral | T cell modulator | T cell modulator vesicle-bound % | UTI89 phage lysis | MgcRacGAP inhibition | NTR1 agonist | NTR1 agonist cell count 20 µM | Large T inhibition | PhoP inhibition | Dengue-2 NS5 capping | others
CN(C(=O)c1ccccc1C(=O)OCC(=O)c1ccc(Br)cc1)c1ccccc1 | 10.7% | nt | i | 39.7 | -1.8% | 5.5% | 2.3 | 74 | -3.7% | 3.9% | -6.7%
COc1ccccc1CNc1nc(-c2cc(C)n(C)c2C)cs1 | nt | 0.6% | nt | nt | 3.8% | 6.8% | nt | nt | 2.5% | 15.5% | 12.6%
CCCCNC(=NCc1cccc(C(F)(F)F)c1)Nc1ccccc1 | 5.4% | -1.6% | i | 46.4 | 0.3% | 11.2% | 1.0 | 76 | -9.3% | 4.0% | -2.6%
COc1ccccc1OCC(=O)NCC(c1cccs1)N1CCOCC1 (stereo not given) | 1.7% | -0.7% | i | 37.1 | 1.1%[50 µM] | 8.3% | 0.3 | 59 | 10.8% | 2.9% | 7.2%
CCn1ncc(Cl)c1C(=O)Nc1ccc2c(c1)CCC2 | 2.4% | -0.8% | i | 37.5 | 0.0% | 8.0% | 1.6 | 71 | 12.9% | -6.6% | -6.7%
Cc1ccc(N2C(=NC(=O)c3ccccc3)SC3CS(=O)(=O)CC32)cc1 (stereo not given) | 1.3% | -0.4% | i | 22.0 | 0.2% | 2.9% | 1.9 | 61 | 5.0% | -0.3% | 0.3%
Nc1c(C(=O)Nc2cccc(F)c2)nnn1-c1cccc(C(F)(F)F)c1 | 0.0% | -0.8% | i | 19.2 | 0.5% | 6.0% | 1.2 | 77 | 15.1% | -11.4% | -10.5%
O=C(Nc1ccc(Cl)cc1Cl)c1ccc2c(c1)OCCO2 | 6.5% | nt | i | 32.7 | 1.2%[50 µM] | -0.5% | -1.2 | 57 | nt | nt | -2.6%
COc1ccc2nc(N3C(=O)CC(Cc4ccc(Cl)cc4)C3=O)sc2c1 (stereo not given) | 1.4% | -0.3% | i | 26.6 | -1.7% | -10.9% | -0.1 | 52 | 6.8% | -5.5% | -2.1%
COc1ccc(C2CC(=O)c3cnc(NC(=O)c4ccccc4)nc3C2)c(OC)c1 (stereo not given) | -0.2% | 0.0% | i | 5.6 | -0.8% | -4.8% | 1.8 | 22 | 28.6% | 1.3% | -4.8%
CN(C)C(=O)c1sccc1Oc1ccc(F)cc1[N+](=O)[O-] | 0.6% | -0.1% | i | 25.8 | -0.1% | 3.8% | -0.3 | 50 | 23.3% | 4.6% | nt
Cc1cc2c(NC(=O)Nc3ccc(F)cc3)cccc2nn1 | 2.4% | 0.1% | i | 30.4 | 4.4% | 12.5% | 0.9 | 31 | 9.7% | 13.5% | -32.2%
O=c1c2ccccc2cnn1-c1ccc(Cl)cc1 | 2.8% | 0.6% | i | 47.4 | -0.4% | 2.0% | -1.2 | 55 | 1.6% | -11.1% | -6.1%
CCn1c(=O)n(CC(=O)NCc2ccco2)c(=O)c2ccccc21 | -0.7% | 0.4% | i | 40.5 | 0.4% | 12.2% | -1.8 | 53 | 6.3% | 1.1% | 0.7%
Cc1ccc(NC(=O)NNC(=O)c2ccccc2)cc1 | 1.6% | 0.0% | i | 57.9 | 3.3%[50 µM] | 5.1% | 0.3 | 53 | 9.7% | 3.0% | -2.3%
Cc1ccccc1OCC(=O)Nc1ccccc1N1CCC(C)CC1 | 21.4% | -1.0% | i | 58.6 | -1.1% | 4.5% | 14.6 | 43 | 4.6% | -0.7% | -5.1%
COc1ccc(CNC(=O)CN(C(=O)c2snc(C(N)=O)c2N)c2ccc(F)cc2)cc1 | 2.6% | -0.6% | i | 22.8 | 0.4% | 2.8% | -1.0 | 65 | 3.6% | 2.4% | 8.3%
CO/N=C/NC(=O)NOCc1ccc(Cl)cc1Cl | 4.5% | -0.1% | i | 51.1 | 0.2% | 11.2% | 2.2 | 37 | 3.6% | -6.5% | 2.7%
COc1ccc(NC(=O)COC(=O)Cc2c[nH]c3ccccc23)cc1Cl | nt | nt | i | 27.9 | 1.2% | -5.7% | -0.9 | 70 | nt | nt | 0.0%
Nc1ccccc1N1C(=O)c2cccc3cccc(c23)C1=O | 8.1% | nt | i | 34.5 | nt | nt | -0.5 | 63 | 4.4% | nt | nt
Cc1ccc(NC(=O)C(OC(=O)c2cnc(C)cn2)c2ccccc2)c([N+](=O)[O-])c1 (stereo not given) | 0.6% | -0.2% | i | 23.5 | -0.5%[50 µM] | 4.3% | 1.1 | 51 | 7.0% | -1.3% | -5.8%
O=c1[nH]c(NNC(=S)NC2CCCCC2)nc2c1C1(CCCC1)Cc1ccccc1-2 | 42.2% | 0.3% | i | 19.5 | 1.2% | -24.2% | 11.8 | 60 | 24.9% | 7.1% | 13.2%
COc1ccc(/C=C2\CCc3c2nc2ccccc2c3C(=O)O)cc1OC | -0.4% | -0.2% | i | 20.9 | -0.2% | -1.4% | 2.8 | 54 | 7.0% | -13.0% | 16.2%
COc1cc(OC)c(C2C(C(=O)Nc3ccc(C)cc3C)=C(C)Nc3ncnn32)cc1OC (stereo not given) | 1.6% | 0.7% | i | 17.6 | 0.5% | 0.4% | -1.6 | 89 | 11.3% | 5.9% | -4.8% | Dengue-2 NS5 capping pilot replicate=-1.1
CCc1cc(C(=O)N2CCN(S(=O)(=O)c3cc(C)ccc3C)CC2)sc1C | 4.8% | nt | i | 29.6 | -0.3%[50 µM] | 2.2% | 1.5 | 65 | nt | nt | 1.1%

Next part:
SMILES | RSV antiviral HEp-2 | West Nile antiviral | T cell modulator | T cell modulator vesicle-bound % | UTI89 phage lysis | MgcRacGAP inhibition | NTR1 agonist | NTR1 agonist cell count 20 µM | Large T inhibition | PhoP inhibition | Dengue-2 NS5 capping | others
Clc1ncc(CN2CCN(c3ccccc3)CC2)s1 | 1.9% | -0.1% | i | 3.1 | 0.4% | 7.8% | -2.3 | 37 | 3.7% | -7.8% | -0.8%
O=[N+]([O-])c1cc(-c2ccc(/C=N\n3cnnc3)o2)cc([N+](=O)[O-])c1 | 1.3% | -0.2% | i | 39.9 | 0.1% | 5.9% | 0.0 | 91 | 12.0% | 3.9% | 3.2%
Cc1cc(C)n2nc(C(=O)Nc3ccc4c(c3)OCO4)nc2n1 | -0.5% | 0.3% | i | 37.5 | 0.5% | 7.1% | -1.3 | 39 | -1.9% | -14.7% | -1.4%
COc1ccc(OCC(=O)NNC(=O)C(=O)Nc2ccc(C)cc2)cc1 | 0.2% | 0.2% | i | 45.4 | 1.4% | 11.5% | -1.4 | 54 | 2.5% | 3.7% | 0.7%
Cc1ccc2occ(C(c3nnnn3C3CCCC3)N3CCN(C(=O)c4ccco4)CC3)c(=O)c2c1 (stereo not given) | 0.9% | -0.3% | i | 26.5 | -0.4%[50 µM] | 0.4% | 1.6 | 52 | 6.6% | 7.2% | -1.0%
COc1cc(C(=O)OC(C)CN2C(C)CCCC2C)cc(OC)c1OC (stereo not given) | 0.9% | -1.1% | i | 39.6 | 1.5% | 10.2% | 0.6 | 55 | 15.0% | -9.0% | nt
Cc1cccc(C(=O)OCc2cnc(Cl)s2)c1 | 1.5% | 0.0% | i | 28.8 | 0.9% | 20.1% | -1.8 | 31 | -2.4% | 20.7% | -6.6%
CCOCCCNC(=O)c1c[nH]c2cc(OC)ccc2c1=O | -0.2% | 0.5% | i | 22.5 | -2.3% | 6.8% | 1.1 | 55 | 6.0% | -5.7% | -3.7%
C=C(C)[C@@H]1CC[C@]2(C(=O)O)CC[C@]3(C)C(CCC4[C@@]5(C)CC[C@H](O)C(C)(C)C5CC[C@]43C)C12 (stereo not given in full) | -0.9% | -2.7% | i | 13.4 | -0.1% | 2.4% | 25.3 | 95 | 2.0% | 4.2% | 0.7%
Cc1nnc(N(C)C(=O)c2cccnc2)s1 | 0.8% | -0.1% | i | 57.1 | 0.2% | -1.3% | -0.7 | 51 | 8.8% | -13.6% | 6.6%
O=C(CCN1C(=O)/C(=C/c2ccc(F)cc2)SC1=S)NC1CCS(=O)(=O)C1 (stereo not given) | 0.4% | 0.3% | i | 40.9 | 0.1% | -1.5% | -0.1 | 51 | 18.5% | 3.9% | -2.6%
CCc1cccc(CC)c1N(COC)C(=O)Cn1ccccc1=N | 2.0% | 1.5% | i | 52.7 | 1.7% | 13.0% | -0.3 | 50 | 4.6% | 9.3% | -6.0%
COc1ccc(NC(=O)CN(C)S(=O)(=O)c2ccc3c(c2)n(C)c(=O)c(=O)n3C)cc1 | 1.5% | 0.6% | i | 12.3 | 0.4% | 11.6% | -0.5 | 55 | 8.4% | 1.0% | -8.2%
COc1ccc(-c2onc(C)c2-c2cnn(-c3ccccc3)c2)c(O)c1C | 4.8% | -0.7% | i | 50.9 | -0.1% | 5.0% | 6.1 | 87 | 12.3% | 1.7% | 2.2%
Cc1ccnc(SCC(=O)N2CCCc3ccccc32)n1 | 3.0% | -0.6% | i | 28.9 | -0.4% | 4.6% | -0.2 | 31 | 8.8% | -3.3% | -4.7%
CCCCCCCCCCCCS(=O)(=O)CCC(=O)O | 2.6% | 0.0% | i | 50.6 | 0.1% | 10.8% | 0.5 | 54 | 15.4% | -1.6% | 1.6%
CCCCOc1ccc(C(=O)NCC(=O)NCC(c2cccs2)N2CCOCC2)cc1 (stereo not given) | 1.0% | nt | i | 20.8 | -0.3%[50 µM] | 9.5% | -0.6 | 82 | nt | nt | -3.6%
O=C(c1ccc2ccccc2c1)N1CCN(c2ccc([N+](=O)[O-])c(N3CCOCC3)c2)CC1 | ? | -0.8% | i | 8.3 | 1.7% | 0.5% | 3.4 | 47 | 13.3% | -1.9% | -4.2%
